Pemphigus Ab inh: blocks pemphigus antibody binding to human desmoglein-3. binding (percent of control), % at 10 µM. DSG3-coupled beads, scFv-anti-DSG3-GFP binding, flow cytometry; stronger effect = lower value. P32926. 310,000 tested, 0.48% active. AID 588358;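 active = binding more than 3 SD below its plate's average and above zero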;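 note: hits lower antibody fragment binding to DSG3; some compounds called inactive have numbers as strong as hits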
PfHsp90 set2: growth inhibition of yeast expressing Plasmodium Hsp90; 310,000 tested, 0.32% active; S. cerevisiae expressing PfHsp90, BacTiter-Glo ATP, 48 h; yeast lacking PDR1 and PDR3 efflux regulators; inhibition, % at 9.4 µM;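 active = every replicate shows inhibition above about 80%, whatever the replicate mean, limit read from the data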;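 note: 0% = DMSO neutral controls and 100% = 20 µM radicicol positive controls; yeast relying on Plasmodium falciparum Hsp90 in place of its own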
HTR5A ag ctr: counter-screen for OPRM1-OPRD1 agonists: human HTR5A agonism. 340,000 tested, 0.61% active. activation, % at 9.3 µM. HTR5A agonist assay, luminescence, cell-based. P47898; in the data active = activation mostly above about 9.5%, no sharp cut-off; inactive = mostly below about 7.6%;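 note: 0% = cells with vehicle only and 100% = reference agonist; strong numbers were not always called active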
SUMO Mot1 rescue: SUMOylation pathway inhibition by Mot1-301 growth rescue; S. cerevisiae Mot1-301 growth rescue, ATP luminescence, 38.5C; percent above DMSO median, 100 means doubled; growth rescue, % at 18.8 µM; 320,000 tested, 1% active; AID 2716;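 active = every valid replicate shows activation above 250% relative to neutral control wells; inactive = the rest, any valid replicate at or below 250%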;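 note: OY570 slx delta 5 strain wells were the positive control but not used for scaling; some compounds called inactive have numbers as strong as hits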
phage Ecoli inh: E. coli growth loss with phage present; growth absorbance; inhibition, % at 11.9 µM; 360,000 tested, 0.26% active; AID 651602; in the data active = inhibition above about 11%
MOR-DOR inv ag: mu-delta opioid heterodimer inverse agonism; P35372+P41143; cell-based MOR-DOR heterodimer luminescence; inhibition, % at 9.3 µM; 340,000 tested, 0.21% active; AID 504357; in the data active = inhibition above about 22%, passing the limit was not always enough;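 note: 0% = cells with DMSO and 100% = wells without cells with DMSO; values of inactives mirror those of a sister screen read the other way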
Target sequence (P35372 whole entry, looked up): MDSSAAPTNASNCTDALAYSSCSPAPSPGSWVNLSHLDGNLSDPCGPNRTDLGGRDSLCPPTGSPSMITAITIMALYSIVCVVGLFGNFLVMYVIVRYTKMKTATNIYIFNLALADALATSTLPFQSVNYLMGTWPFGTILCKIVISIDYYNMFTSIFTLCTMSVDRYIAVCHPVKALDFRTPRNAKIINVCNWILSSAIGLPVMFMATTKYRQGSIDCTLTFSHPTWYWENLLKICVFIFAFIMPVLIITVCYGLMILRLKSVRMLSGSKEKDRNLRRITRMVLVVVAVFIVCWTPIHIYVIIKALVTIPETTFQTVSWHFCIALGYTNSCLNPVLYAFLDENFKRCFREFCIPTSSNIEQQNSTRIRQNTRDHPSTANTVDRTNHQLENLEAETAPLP
Target sequence (P41143 whole entry, looked up): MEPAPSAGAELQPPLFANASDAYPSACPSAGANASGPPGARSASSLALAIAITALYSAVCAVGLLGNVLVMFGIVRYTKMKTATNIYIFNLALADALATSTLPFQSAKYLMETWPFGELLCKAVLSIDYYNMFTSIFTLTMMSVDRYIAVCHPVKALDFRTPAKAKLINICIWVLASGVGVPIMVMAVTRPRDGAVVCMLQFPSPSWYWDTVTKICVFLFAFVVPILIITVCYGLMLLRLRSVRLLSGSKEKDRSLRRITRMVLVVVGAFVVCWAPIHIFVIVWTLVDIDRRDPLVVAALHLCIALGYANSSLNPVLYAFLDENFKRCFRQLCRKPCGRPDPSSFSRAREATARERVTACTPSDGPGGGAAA
OPRM1-OPRD1 ag: OPRM1-OPRD1 heterodimerization agonism. P35372+P41143. cells, luminescence. activation, % at 9.3 µM. 340,000 tested, 0.3% active; in the data active = activation above about 18%;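 note: 0% = vehicle-treated cells and 100% = reference agonist; values of inactives mirror those of a sister screen read the other way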
HTR5A inv ctr: inverse agonist of human HTR5A in OPRM1-OPRD1 counter-screen; P47898; HTR5A cell line, luminescence, inverse agonism; inhibition, % at 9.3 µM; 340,000 tested, 0.083% active; in the data active = inhibition mostly above about 23%, no sharp cut-off; inactive = mostly below about 18%;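 note: 0% = cells with DMSO and 100% = no-cell wells with DMSO; some compounds called inactive have numbers as strong as hits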
PKA-R1A act: PKA-R1A complex activation | P00514+P68181 | PKA-R1A dissociation, Cy5-IP20 fluorescence polarization; scaled: DMSO 0%, 113 µM cGMP 100% | activation, % at 11.4 µM | 340,000 tested, 0.083% active;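 active = percent activation above the mean of all tested compounds plus 3 SD, cut at about 19% in these data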;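 note: higher means more PKAc released from R1A so a rise in polarization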
AddAB inh: less growth of phage-infected E. coli with AddAB; E. coli expressing H. pylori AddAB, absorbance growth; inhibition, % at 11.9 µM; 330,000 tested, 0.29% active; in the data active = inhibition above about 12%;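 note: 0% = vehicle wells of infected cells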
Ecoli viability: bacterial growth inhibition, counter-screen for AddAB inhibitors. E. coli V3065 growth, OD600 absorbance, 18 h. inhibition, % at 11.9 µM. 330,000 tested, 0.27% active. AID 449728;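 active = inhibition above the campaign's mean inhibition across all tested compounds plus 3 SD, cut at about 9.9% in these data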;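 note: uninfected addAB+ strain grown without phage in ampicillin broth; 0% = DMSO wells and 100% = ciprofloxacin 0.95 µg/ml wells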
The depositor's hits bear a star; · = no result given.

Structure	Pemphigus Ab inh	PfHsp90 set2	HTR5A ag ctr	SUMO Mot1 rescue	phage Ecoli inh	MOR-DOR inv ag	OPRM1-OPRD1 ag	HTR5A inv ctr	PKA-R1A act	AddAB inh	Ecoli viability
Cc1ccc2nc(NC(=O)CSc3nc(=O)n(CCCN(C)C)c4c3CCC4)sc2c1	128	-11	-2	-6	0.4	9	-1.4	27	-6	-2.6	-1.8
COC(=O)c1ccccc1S(=O)(=O)N1CCC(C(=O)NCc2ccco2)CC1	109	-3	2	-8	0.5	4	-1.2	3	3	0.2	-3.6
CNc1ccc(Cl)nn1	96	-5	3	-23	-3.8	3	-0.7	-8	-8	4.3	-1.3
Cc1nn(CC(=O)NCc2ccc(OC(C)C)cc2)c(=O)c2cc(-c3ccccc3)nn12	97	-16	1	-12	·	14	-2.6	-3	10	2.7	0.0
CN1CCN(CC(=O)Nc2cc(N(C)C)nc3ccccc23)CC1	108	·	0	-17	-0.3	16	-3.3	11	-9	0.1	-0.5
O=C(Nc1ccc(CSc2ccccc2)cc1)c1ccco1	109	3	12	55	2.6	-34	6.2	-14	8	-0.4	-0.7
O=C(O)c1cccnc1SCc1cccc(Br)c1	94	28	-1	-6	1.5	14	-2.5	2	-1	0.3	-0.7
Cc1cc2c(cc1S(=O)(=O)CCC(=O)N(C)C1CCCCC1)OCC(=O)N2	96	17	-7	63	-0.6	2	-0.3	2	-11	0.6	-1.6
Cc1cnc(C(=O)NC2CC(C)(C)Cc3c2cnn3-c2cccc(F)c2)cn1 (stereo unspecified)	95	9	-1	·	-1.2	11	-2.0	3	2	2.4	-5.2
C/C(=N\NC(=O)CNC(=O)c1cccs1)c1ccc(Cl)c(Cl)c1	·	-11	8	8	3.2	-2	0.3	8	1	3.1	0.2
COC(=O)c1c(N2C(=O)Nc3ccccc3N2O)sc2c1CCCC2	129	3	1	-9	2.3	3	-0.6	-29	-6	1.3	-0.5
Cc1ccccc1N1CC2=C(C1=O)C(c1ccccc1)NC(=O)N2C (stereo unspecified)	105	7	-3	82	-0.4	-1	0.1	-8	-2	-1.1	-0.2
COc1ccc(-n2c(C)csc2=S)cc1	·	·	1	·	0.9	10	-1.7	-2	-8	0.5	-1.6
Cc1ccc2cc(CCNC(=O)c3ccc(Br)o3)c(=O)[nH]c2c1	94	-31	-3	9	4.8	14	-2.8	7	-7	5.0	-0.3
CCOCCn1c(CN2CCc3ccccc3C2)nc2c1c(=O)n(C)c(=O)n2C	·	8	4	-19	-2.4	9	-1.7	7	13	3.0	-0.8
COc1ccc(-c2csc(N3C(=O)C4C5c6ccccc6C(c6ccccc65)[C@@H]4C3=O)n2)cc1 (stereo partly specified)	121	16	5	13	4.6	-2	0.4	-2	-6	0.8	-1.8
CCN1CCN(C(=O)c2cc(COc3ccc4ncccc4c3)on2)CC1	97	-4	4	4	4.5	1	-0.3	-10	-10	0.3	2.6
c1ccc(-c2nc(-c3nccc4ccccc34)oc2-c2ccccc2)cc1	96	-12	1	9	-2.5	3	-0.6	-2	-10	-1.5	0.1
OCC1(CO)COC(CCc2ccccc2)=N1	114	-12	-3	92	3.7	6	-1.2	-2	-7	2.3	-0.9
Cc1noc(C)c1COC(=O)CCCOc1ccc(Cl)cc1Cl	98	-25	-1	3	2.5	-16	3.0	-1	-15	0.9	1.3
O=C(CN1CCN(S(=O)(=O)c2ccc3ccccc3c2)CC1)N1CCc2ccccc2C1	99	-9	6	-11	2.3	-4	0.7	-5	-1	0.5	-0.7
CCn1c(O)c(N=NC(=O)c2ccc(CSc3nncn3C)cc2)c2ccccc21	106	-6	8	-11	1.1	2	-0.3	-27	-4	2.7	-2.6
CCOc1nc(CC)nc(NC(=O)NS(=O)(=O)c2ccccc2Cl)n1	·	-1	-2	28	1.1	9	-2.1	4	11	2.6	-3.0
O=C(CC(c1ccccc1)C1CCCCC1=O)c1ccccc1 (stereo unspecified)	97	0	-4	·	2.6	-11	2.2	18	-4	·	·
O=C(Nc1ccc(-c2nc3cccnc3s2)cc1)c1ccc(Br)o1	93	-11	2	·	-0.4	-47	8.5	-6	11	·	·
COc1cccc(-n2ccnc2SCC(=O)Nc2cc(OC)ccc2OC)c1	100	7	3	6	1.2	-4	0.8	-8	-3	2.2	-0.4
O=C(Nc1cccc(C(F)(F)F)c1)c1ccc(Cn2cc(Br)cn2)o1	104	3	2	-7	1.6	-16	2.9	-4	-1	-0.8	-1.2
Cc1ccc(S(=O)(=O)NCC(=O)OC(C)C(=O)NCc2ccc3c(c2)OCO3)cc1 (stereo unspecified)	103	29	9	·	5.4	14	-2.8	10	-7	·	·
O=C(/C(=C/O)N=Nc1ccccc1)c1ccco1	102	-4	1	7	3.1	11	-1.9	-2	-5	4.2	3.9
O=C(NC(=S)Nc1ncccn1)c1ccc(F)cc1	·	7	9	-7	0.6	19	-3.0	-25	-1	-0.5	0.8
O=C(NCCN1CCOCC1)/C(=C/c1ccc(F)cc1)NC(=O)c1ccccc1	111	-5	1	94	1.2	19	-3.5	-3	6	3.6	0.6
O=C(Cc1ccc(F)cc1)NC(Cc1c[nH]c2ccccc12)C(=O)O (stereo unspecified)	·	15	3	-15	0.3	-15	2.3	-7	0	2.3	-0.9
CC(=O)Nc1ccc(S(=O)(=O)NCCC(=O)NC2CCCCCC2)cc1	94	·	3	·	1.8	2	-0.3	-10	-2	·	·
COc1ccc(N2CC(C(=O)N[C@@H](CC(C)C)C(=O)NC3CCCC3)CC2=O)cc1 (stereo partly specified)	102	7	-1	-13	1.4	20	-4.0	-8	-5	2.8	-0.8
CCN(Cc1ccccc1OC)CC1CCCN(CCc2cccc(OC)c2)C1 (stereo unspecified)	100	-11	-2	20	1.3	-4	0.8	8	-6	5.0	0.9
CC(=O)OC(C(=O)NCS(=O)(=O)c1ccc(C)cc1)c1cccnc1 (stereo unspecified)	99	8	-2	280	0.3	16	-2.6	1	-8	0.6	1.6
Cc1cccc(C2=NN(c3ccccc3)[C@H](CO)[C@H]2c2ccc(Cl)cc2)c1	103	-17	2	·	1.3	-26	5.5	-8	-4	2.3	1.8
CCCc1nc2oc3c(OC)ncnc3c2c2c1COC(C)(C)C2	102	9	-4	-9	-0.1	-13	2.4	11	-7	0.0	1.8
Cc1ccc(OCCn2ccnc2)c(C)c1	96	7	-1	-5	-1.2	6	-1.3	4	-2	3.3	-3.3
CCCCOc1ccc(C(=O)NCc2ccncc2)cc1	·	-9	-3	362	-1.6	7	-1.2	35	-10	0.4	-0.4
CC(C)(C)NC(=O)C(c1ccncc1)N(CC1CCCO1)C(=O)Cn1nnc(-c2ccc(F)cc2)n1 (stereo unspecified)	75	-3	-3	-8	4.4	9	-1.9	8	6	2.5	-3.0
Cc1ccn2cc(CCNC(=O)CC(C)(C)C)nc2c1	109	4	-6	11	-0.8	9	-1.6	-21	-6	-1.6	2.7
CCOc1ccc(C(=O)NCC(=O)OCC(=O)N(C)CC(=O)Nc2ccccc2CC)cc1OCC	104	-5	4	·	2.1	11	-2.9	-11	-3	·	·
COCCn1nnnc1C(c1cccs1)N1CCN(c2ccccc2)CC1 (stereo unspecified)	99	-5	-4	-3	2.2	8	-1.4	11	-11	-0.1	-1.1
CCn1c(CN2CCOCC2)nnc1SCC(=O)Nc1ccc(C(C)=O)cc1	112	2	2	-9	2.0	22	-4.3	-5	-7	0.9	0.4
Cc1cc2cc(CNC(=O)c3cccc([N+](=O)[O-])c3)ccc2[nH]1	96	-7	6	15	-0.9	2	-0.4	-18	9	-0.8	-2.7
Cc1ccc(-n2nnnc2SCn2nnc3ccccc3c2=O)cc1	102	0	-1	-13	3.0	7	-1.2	2	-4	-0.7	0.6
CC1(C)Cc2nc3sc(C(N)=O)c(N)c3cc2CO1	98	-27	7	160	0.8	14	-2.6	4	-6	3.0	0.1
COc1ccc(C2C(=O)N(C3CCCCC3)CC(=O)N2CCc2ccccc2)cc1OC (stereo unspecified)	106	-36	0	-7	3.5	6	-1.0	13	-3	-0.3	-1.4
O=C(O)C1CC(=O)N(c2ccc(Br)cc2)C1 (stereo unspecified)	100	36	-1	10	1.3	18	-3.0	-11	15	1.4	0.3
COCCCn1c(SCc2nnc(-c3ccccc3)o2)nc2sc3c(c2c1=O)CCC3	98	-12	1	-14	1.4	-3	0.6	24	5	2.7	0.9
CC12CCC3(CC1CCC1OC12)OCCO3 (stereo unspecified)	102	-10	1	·	4.4	21	-4.8	-3	16	·	·
CC[C@@H](C(=O)n1nc(C)cc1C)[C@H](NS(=O)(=O)c1ccc(C)cc1)c1ccccc1	·	-8	-5	-4	0.5	-36	8.8	12	-8	1.8	0.1
CCCCNC(=O)NNC(=O)COc1cccc(C)c1C	102	8	3	10	1.5	5	-0.8	-7	-1	3.7	1.0
Cc1ccccc1C(=O)c1c[nH]c(C(=O)NCCCn2ccnc2)c1	106	12	2	-11	2.2	15	-3.4	3	3	2.8	0.3
CCN(CC)c1ccc(N2C(=O)/C(=C\c3cccnc3)SC2=S)cc1	·	·	3	-2	-0.3	6	-1.1	-7	-18	3.2	-1.7

The results go on:
Structure	Pemphigus Ab inh	PfHsp90 set2	HTR5A ag ctr	SUMO Mot1 rescue	phage Ecoli inh	MOR-DOR inv ag	OPRM1-OPRD1 ag	HTR5A inv ctr	PKA-R1A act	AddAB inh	Ecoli viability
CCOC(=O)CN(C(=O)CSc1nnc(CNc2ccc(F)cc2)o1)c1ccccc1	112	12	5	·	0.9	-17	3.1	-9	-8	2.5	-1.0
COc1ccc(CCN2C(=O)CC(C(N)=O)SC2=Nc2ccccc2)cc1OC (stereo unspecified)	100	41	-4	391	4.2	9	-1.6	-35	-6	-1.5	0.9
Cc1ccc(OC(=O)CCC(=O)NC(C)c2ccccc2)cc1 (stereo unspecified)	102	-8	-1	4	3.5	6	-1.1	3	-2	1.1	0.9
Cc1ccc2c(c1)N(CC(=O)N1CCOCC1)C(=O)CO2	93	-2	0	5	1.2	15	-2.4	-1	-9	1.3	-1.2
Cc1cccc(NC(=O)N[C@@H](C)C(=O)O)c1	109	-5	4	-7	1.6	4	-0.8	-1	-6	2.8	-2.8
COc1ccc([N+](=O)[O-])cc1/C=N/NC(=O)c1nonc1N	101	-14	3	-9	3.2	14	-2.7	-8	-2	-1.4	-0.2
O=C(NCCCC(NC(=O)OCc1ccccc1)C(=O)O)OCc1ccccc1 (stereo unspecified)	120	-12	-2	-17	-2.4	16	-3.3	6	2	-2.4	0.6
CC(C)C[C@H](NC(=O)c1nc[nH]c1C(=O)NC(c1ccccc1)c1ccccc1)C(=O)OC(C)(C)C	98	24	-8	-10	1.1	-8	1.4	-2	-2	0.8	-0.3

Source: PubChem (several laboratories)
